Screening results from PubChem.
M5 ag = CHRM5 agonism in calcium assay; P08912; activation, % at 3 µM; CHO-K1 hM5 cells, Fluo-8 calcium fluorescence; 0% DMSO wells, 100% maximal acetylcholine response; AID 624037; hit rate 0.19% among 360,000;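 active means activation above the run's mean over test compounds plus 3 SD, cut at about 23% in these data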;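 further: signal is peak over basal fluorescence ratio across the kinetic read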
IDE inh = cellular human IDE inhibition | HEK cells, FAbetaB cleavage, fluorescence polarization | inhibition, % at 5.59 µM | hit rate 0.41% among 320,000;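 active means percent inhibition above the average of all tested compounds plus 3 SD, set per screening campaign, cut at about 16% in these data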;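 further: IDE supplied by intact live HEK cells; FP after avidin binding of uncleaved biotin substrate so inhibition keeps polarization high; 0% = DMSO wells and 100% = 60 µM reference IDE inhibitor Ii1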
Target sequence (P14735 whole entry, looked up): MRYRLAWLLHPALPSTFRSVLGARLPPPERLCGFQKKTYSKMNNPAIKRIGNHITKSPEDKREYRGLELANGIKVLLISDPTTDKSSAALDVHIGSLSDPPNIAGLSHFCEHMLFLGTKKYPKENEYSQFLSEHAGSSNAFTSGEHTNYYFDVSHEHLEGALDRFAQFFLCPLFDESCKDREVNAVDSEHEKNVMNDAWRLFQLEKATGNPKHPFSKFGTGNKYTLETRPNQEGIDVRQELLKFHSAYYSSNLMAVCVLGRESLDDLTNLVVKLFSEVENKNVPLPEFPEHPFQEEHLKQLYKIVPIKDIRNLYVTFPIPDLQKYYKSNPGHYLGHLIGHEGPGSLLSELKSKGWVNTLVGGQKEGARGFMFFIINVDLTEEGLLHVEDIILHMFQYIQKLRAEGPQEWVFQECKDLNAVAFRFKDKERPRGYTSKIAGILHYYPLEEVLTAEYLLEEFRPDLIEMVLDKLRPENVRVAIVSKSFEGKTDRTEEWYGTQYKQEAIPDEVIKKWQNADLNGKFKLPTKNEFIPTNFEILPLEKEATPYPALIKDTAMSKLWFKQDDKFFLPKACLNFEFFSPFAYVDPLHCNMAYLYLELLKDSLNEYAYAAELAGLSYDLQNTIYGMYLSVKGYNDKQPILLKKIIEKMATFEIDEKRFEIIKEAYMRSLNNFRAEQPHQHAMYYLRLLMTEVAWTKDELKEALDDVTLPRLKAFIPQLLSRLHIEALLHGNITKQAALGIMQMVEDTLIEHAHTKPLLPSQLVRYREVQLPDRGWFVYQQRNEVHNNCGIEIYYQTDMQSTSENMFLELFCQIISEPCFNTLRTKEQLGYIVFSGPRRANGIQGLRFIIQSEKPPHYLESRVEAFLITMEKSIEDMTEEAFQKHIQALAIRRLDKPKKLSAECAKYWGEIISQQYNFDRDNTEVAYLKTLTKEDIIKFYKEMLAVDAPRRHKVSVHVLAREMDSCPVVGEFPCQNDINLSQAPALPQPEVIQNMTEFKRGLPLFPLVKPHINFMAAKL
M4 antag = antagonists of human muscarinic M4 receptor (CHRM4) | P08173 | CHO-hM4 cells, ACh EC80, Fluo-8 calcium fluorescence | inhibition, % at 3 µM | hit rate 0.73% among 360,000 | AID 624125;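 active means inhibition above its plate's cutoff, the mean inhibition of sample wells plus 3 SD, cut at about 27% in these data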;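 further: 0% = acetylcholine EC80 with DMSO and 100% = DMSO without agonist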
CHRM5 PAM = potentiates acetylcholine response at human M5 receptor | P08912 | CHO-K1 hM5, Fluo-8 calcium, ACh EC20 PAM; 0% = ACh EC20, 100% = ACh EC100 | activation, % at 3 µM | hit rate 0.3% among 360,000;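 active means activation above the run cutoff, the mean activation of all test compounds plus 3 SD, cut at about 18% in these data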
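Assay system – human M5 receptor in CHO-K1 cells · Read-out – % activation, ACh-normalized · Technique – Fluo-8 calcium fluorescence · Dosing – single-point, 3 µM nominal · Incubation – Fluo-8 loading 80 min at 37 °C plus 30 min room temperature · Repeats – singlicate, one well per test compound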
M4 PAM = positive allosteric modulators of human muscarinic M4 receptor | P08173 | hit rate 0.4% among 360,000 | CHO-K1 hM4/Gqi5, Fluo-8 calcium fluorescence, ACh EC20; 0% = ACh EC20, 100% = maximal ACh | activation, % at 3 µM;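 active means activation above its plate's cutoff, the mean activation of sample wells plus 3 SD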; further: some results filed as inactive read as strong as hits
CRFBP-R2 block = antagonists of CRF-binding protein/CRF-R2 receptor complex | HEK293 CRF-R2/CRF-BP, CRF-induced calcium fluorescence | inhibition, % at 11.8 µM | hit rate 0.59% among 350,000 | AID 588475;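 active means inhibition of the ligand-induced calcium signal above about 50% at the single tested concentration, limit read from the data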
M5 antag = antagonists of human muscarinic M5 receptor (CHRM5); P08912; CHO-hM5 cells, Fluo-8 calcium fluorescence, ACh EC80; inhibition, % at 3 µM; hit rate 0.59% among 360,000;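 active means inhibition above a per-plate cutoff, the mean of that plate's test compounds plus 3 SD, cut at about 27% in these data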;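 further: 0% = acetylcholine EC80 with DMSO and 100% = DMSO without agonist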
M4 ag = CHRM4 agonism in calcium assay | CHO-K1 hM4/Gqi5, Fluo-8 calcium fluorescence; vehicle 0%, full acetylcholine response 100% | activation, % at 3 µM | hit rate 0.14% among 360,000 | AID 624127;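 active means activation above the run mean over all test wells plus 3 SD, cut at about 32% in these data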;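 further: peak over basal fluorescence ratio per well then scaled between controls; 0% = DMSO wells and 100% = acetylcholine at EC100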
CRFBP-R2 agonist = agonists of human CRF-binding protein/CRF-R2 receptor complex. HEK293 CRF-R2/CRF-BP, calcium dye fluorescence (FLIPR); percent of saturating CRF peptide response. activation, % at 13.2 µM. hit rate 0.46% among 350,000. AID 588473;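 active means activation of at least 50%, plus an integration ratio under a set limit after plate pattern correction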;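 further: plate controls were neutral control wells without compound for no effect and CRF at EC100 for full effect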
Active calls of the source: *. Hits appear at their usual frequency. Share with any hit: about 2.9%.

Screening Cc1ccc(C#N)c(SCc2ccccc2[N+](=O)[O-])n1 returned M5 ag -7, IDE inh -2, M4 antag 0, CHRM5 PAM -6, M4 PAM 1, CRFBP-R2 block 43, M5 antag 5, M4 ag -1 and CRFBP-R2 agonist -3.2.
`CC(C)NC(=O)Nc1ccc2c(c1)CC(=O)N([C@@H](C)CO)C[C@H](C)[C@@H](CN(C)C(=O)NC1CCCCC1)O2` gave M5 ag -1, IDE inh 0, M4 antag -3, CHRM5 PAM -2, M4 PAM -1, CRFBP-R2 block -3, M5 antag 0, M4 ag 0 and CRFBP-R2 agonist 4.9.
For c1ccc2c(c1)ncn2CCCCOc1ccc2c(c1)CCC2 the results were M5 ag -1, IDE inh 9, M4 antag 6, CHRM5 PAM -7, M4 PAM -7, CRFBP-R2 block 5, M5 antag 7, M4 ag 4 and CRFBP-R2 agonist -0.4.
`Cc1ccc(-c2cc(C(=O)O)n(-c3ccc(S(N)(=O)=O)cc3)n2)cc1` gave M5 ag 0, IDE inh -2, M4 antag -1, CHRM5 PAM -1, M4 PAM -5, CRFBP-R2 block 2, M5 antag -8, M4 ag 1 and CRFBP-R2 agonist 0.3.
Screening C/C(=C\c1ccc2c(c1)OCO2)C1Nc2cccc3cccc(c23)N1 returned M5 ag 0, IDE inh 0, M4 antag -6, CHRM5 PAM 0, M4 PAM 5, CRFBP-R2 block -8, M5 antag 14, M4 ag 0 and CRFBP-R2 agonist -0.3.
Screening COc1ccccc1C/C(N)=N/OC(=O)COc1ccc(C)cc1C returned M5 ag -4, IDE inh 10, M4 antag -20, CHRM5 PAM -1, M4 PAM 15, CRFBP-R2 block 54*, M5 antag -9, M4 ag -1 and CRFBP-R2 agonist -2.3.
`Cc1ccc(SCCC(=O)OCC(=O)NCC2CCCCC2)cc1` gave M5 ag -2, IDE inh 9, M4 antag -11, CHRM5 PAM 1, M4 PAM 6, CRFBP-R2 block -19, M5 antag 4, M4 ag 2 and CRFBP-R2 agonist -2.2.
Screening CCOC(=O)c1ccc(NC(=S)N2CCN(CCN=CC3=C(O)CC(C)(C)CC3=O)CC2)cc1 returned M5 ag 1, IDE inh -3, M4 antag 14, CHRM5 PAM -16, M4 PAM -15, CRFBP-R2 block 4, M5 antag 26, M4 ag 16 and CRFBP-R2 agonist 0.9.
For CC(=O)c1c(COC(=O)c2ccc(F)cc2)nc2ccccc2[n+]1[O-] the results were M5 ag -2, IDE inh 1, M4 antag -3, CHRM5 PAM -5, M4 PAM -1, CRFBP-R2 block -2, M5 antag 9, M4 ag 1 and CRFBP-R2 agonist -1.3.
`O=C(COC(=O)c1ccc[nH]c1=O)NC1CCCCC1` gave M5 ag -4, IDE inh 1, M4 antag 2, CHRM5 PAM 10, M4 PAM 9, CRFBP-R2 block 7, M5 antag -2, M4 ag 0 and CRFBP-R2 agonist -2.0.
`CCCCOc1ccc(-c2csc(N)n2)cc1[N+](=O)[O-]` gave M5 ag -3, IDE inh -1, M4 antag -3, CHRM5 PAM -7, M4 PAM 6, CRFBP-R2 block -28, M5 antag 1, M4 ag 3 and CRFBP-R2 agonist -0.4.
COc1ccc(C(=O)/C=C2/C(=O)Nc3ccccc32)cc1OC was read as M5 ag 8, IDE inh 10, M4 antag -13, CHRM5 PAM 5, M4 PAM -8, CRFBP-R2 block -24, M5 antag 3, M4 ag 6 and CRFBP-R2 agonist 6.2.

The last 2 entries of the section above are carried over, then new ones follow:
`CCCCOc1ccc(-c2csc(N)n2)cc1[N+](=O)[O-]` gave M5 ag -3, IDE inh -1, M4 antag -3, CHRM5 PAM -7, M4 PAM 6, CRFBP-R2 block -28, M5 antag 1, M4 ag 3 and CRFBP-R2 agonist -0.4.
COc1ccc(C(=O)/C=C2/C(=O)Nc3ccccc32)cc1OC was read as M5 ag 8, IDE inh 10, M4 antag -13, CHRM5 PAM 5, M4 PAM -8, CRFBP-R2 block -24, M5 antag 3, M4 ag 6 and CRFBP-R2 agonist 6.2.
CC1(C(=O)O)CCC(C(=O)Nc2ccc(S(N)(=O)=O)cc2)C1(C)C (stereo unspecified) was read as M5 ag -1, IDE inh 7, M4 antag 5, CHRM5 PAM 11, M4 PAM 2, CRFBP-R2 block 30, M5 antag -2, M4 ag 1 and CRFBP-R2 agonist 3.0.
For COC(=O)C1Cc2ccccc2CN1S(=O)(=O)c1ccc(C)cc1 (stereo unspecified) the results were M5 ag -25, IDE inh 5, M4 antag -6, CHRM5 PAM -3, M4 PAM 4, CRFBP-R2 block -19, M5 antag 5, M4 ag -2 and CRFBP-R2 agonist 4.4.
For O=C(NCCc1ccncc1)Nc1cccc(Cl)c1 the results were M5 ag -4, IDE inh -4, M4 antag -7, CHRM5 PAM 2, M4 PAM 10, CRFBP-R2 block -1, M5 antag -6, M4 ag 2 and CRFBP-R2 agonist 0.1.
`Cc1ccc(N2C(=O)CC(Nc3cccc4ccccc34)C2=O)cc1` (stereo unspecified) gave M5 ag -2, IDE inh 9, M4 antag -2, CHRM5 PAM 1, M4 PAM -4, CRFBP-R2 block 3, M5 antag -6, M4 ag 2 and CRFBP-R2 agonist 0.1.
Cc1cccc(NC(=O)Nc2cnccn2)c1 was read as M5 ag 2, IDE inh 0, M4 antag -4, CHRM5 PAM -1, M4 PAM 6, CRFBP-R2 block -17, M5 antag 0, M4 ag 2 and CRFBP-R2 agonist -2.9.
For CCc1c(C(=O)Nc2cc(C)cc(C)c2)[nH]c(C)c1C(C)=O the results were M5 ag 3, IDE inh 0, M4 antag -3, CHRM5 PAM -13, M4 PAM -9, CRFBP-R2 block 2, M5 antag 6, M4 ag 6 and CRFBP-R2 agonist 0.1.
C=CCN1C(C(=O)c2ccccc2)=C(OC(=O)COc2ccccc2)c2ccccc2S1(=O)=O was read as M5 ag 0, IDE inh 0, M4 antag 9, CHRM5 PAM -3, M4 PAM -9, CRFBP-R2 block -5, M5 antag -7, M4 ag 0 and CRFBP-R2 agonist 0.5.
`COc1ccc(CC(=O)NNC(=O)c2cc(Cl)ccc2OC)cc1` gave M5 ag 4, M4 antag -7, CHRM5 PAM -3, M4 PAM 7, CRFBP-R2 block 3, M5 antag 8, M4 ag 0 and CRFBP-R2 agonist -0.3.
C[N+](C)(C)CCN1C(=O)CSC1=O was read as M5 ag 7, IDE inh 0, M4 antag -6, CHRM5 PAM 3, M4 PAM 3, CRFBP-R2 block 21, M5 antag 8, M4 ag 0 and CRFBP-R2 agonist 2.9.
Cc1ccc(C)c(-n2c(SCC(=O)NCC3CCCO3)nnc2-c2ccoc2C)c1 (stereo unspecified) was read as M5 ag -2, IDE inh 3, M4 antag -1, CHRM5 PAM 7, M4 PAM 4, CRFBP-R2 block 8, M5 antag -6, M4 ag 0 and CRFBP-R2 agonist 1.4.
`O=C(Nc1ccc(N2CCCCC2)cc1)c1ccc([N+](=O)[O-])o1` gave M5 ag 3, IDE inh -1, M4 antag 6, CHRM5 PAM 9, M4 PAM 3, CRFBP-R2 block 8, M5 antag 1, M4 ag 3 and CRFBP-R2 agonist 0.3.
Cc1ccc(S(=O)(=O)C(C#N)c2nc3ccccc3nc2N2CCN(C)CC2)cc1C (stereo unspecified) was read as M5 ag 2, IDE inh 4, M4 antag 0, CHRM5 PAM -1, M4 PAM 23, CRFBP-R2 block -17, M5 antag -3, M4 ag 1 and CRFBP-R2 agonist 20.
For CCc1nn2c(=O)c(S(=O)(=O)Nc3cccc(F)c3)c(C)nc2s1 the results were M5 ag -7, IDE inh 1, M4 antag -5, CHRM5 PAM -7, M4 PAM -5, CRFBP-R2 block 7, M5 antag 5, M4 ag 4 and CRFBP-R2 agonist -0.3.
For NC(=O)C(F)(F)C12OC3C4C5CC(C6C5C3C61)C42 (stereo unspecified) the results were M5 ag 1, IDE inh -7, M4 antag -2, CHRM5 PAM -4, M4 PAM 3, CRFBP-R2 block 13, M5 antag 2, M4 ag 1 and CRFBP-R2 agonist -0.2.
For Cc1ccc(NC(=O)c2ncn(CCCN3CCN(c4ccccn4)CC3)n2)cc1C the results were M5 ag 1, M4 antag -23, CHRM5 PAM 7, M4 PAM 4, CRFBP-R2 block -12, M5 antag -24, M4 ag 7 and CRFBP-R2 agonist -1.4.
Screening CC(=O)c1c(C)nn(C(=O)N2CCOCC2)c1C returned M5 ag 0, IDE inh 6, M4 antag 9, CHRM5 PAM 3, M4 PAM -2, CRFBP-R2 block -11, M5 antag -1, M4 ag 0 and CRFBP-R2 agonist 4.2.
Screening Cc1ccc(C(=O)Oc2ccccc2N2C(=O)C3C4CCC(C4)C3C2=O)cc1 (stereo unspecified) returned M5 ag -2, IDE inh 8, M4 antag -2, CHRM5 PAM -2, M4 PAM -3, CRFBP-R2 block -16, M5 antag -8, M4 ag 1 and CRFBP-R2 agonist 1.5.
For CC(=O)c1cc(O)c2ccccc2c1O the results were M5 ag -2, IDE inh 5, M4 antag 7, CHRM5 PAM -1, M4 PAM 6, CRFBP-R2 block -6, M5 antag 7, M4 ag 2 and CRFBP-R2 agonist 1.2.
Screening COc1ccccc1OCCOc1ccc(C(=O)c2ccccc2)cc1 returned M5 ag -3, IDE inh 4, M4 antag -7, CHRM5 PAM -9, M4 PAM -6, CRFBP-R2 block 19, M5 antag 6, M4 ag 3 and CRFBP-R2 agonist 3.3.
COc1cccc(NC(=O)c2nn(-c3ccc(OC)cc3OC)c(=O)c3ccccc23)c1 was read as M5 ag -1, IDE inh 6, M4 antag 3, CHRM5 PAM 2, M4 PAM -1, CRFBP-R2 block -3, M5 antag -9, M4 ag 1 and CRFBP-R2 agonist 1.2.
Screening CCOC(=O)COc1cnc2ccccc2n1 returned M5 ag 1, IDE inh 8, M4 antag -5, CHRM5 PAM -3, M4 PAM 6, CRFBP-R2 block -1, M5 antag 1, M4 ag 1 and CRFBP-R2 agonist -0.8.
For COc1cccc(CNS(=O)(=O)c2ccc3c(c2)CC(C)N3C(=O)C2CCC2)c1 (stereo unspecified) the results were M5 ag 2, IDE inh 3, M4 antag -2, CHRM5 PAM -15, M4 PAM -8, CRFBP-R2 block 12, M5 antag 15, M4 ag 18 and CRFBP-R2 agonist -0.4.
Screening CSCc1c(C(=O)OCC(=O)NC2CCCCC2)oc2ccccc12 returned M5 ag 1, IDE inh -2, M4 antag -13, CHRM5 PAM 4, M4 PAM 7, CRFBP-R2 block -6, M5 antag 0, M4 ag 0 and CRFBP-R2 agonist -1.4.
`CN(C)c1cc(-c2cccc(C(F)(F)F)c2)oc(=O)c1Cl` gave M5 ag 0, IDE inh -2, M4 antag 1, CHRM5 PAM -16, M4 PAM -16, CRFBP-R2 block 12, M5 antag 8, M4 ag 9 and CRFBP-R2 agonist -2.7.

Sorted by count of non-hydrogen atoms (ascending): part of the list above
For CC(=O)c1cc(O)c2ccccc2c1O the results were M5 ag -2, IDE inh 5, M4 antag 7, CHRM5 PAM -1, M4 PAM 6, CRFBP-R2 block -6, M5 antag 7, M4 ag 2 and CRFBP-R2 agonist 1.2.
`CN(C)c1cc(-c2cccc(C(F)(F)F)c2)oc(=O)c1Cl` gave M5 ag 0, IDE inh -2, M4 antag 1, CHRM5 PAM -16, M4 PAM -16, CRFBP-R2 block 12, M5 antag 8, M4 ag 9 and CRFBP-R2 agonist -2.7.
Screening CSCc1c(C(=O)OCC(=O)NC2CCCCC2)oc2ccccc12 returned M5 ag 1, IDE inh -2, M4 antag -13, CHRM5 PAM 4, M4 PAM 7, CRFBP-R2 block -6, M5 antag 0, M4 ag 0 and CRFBP-R2 agonist -1.4.
